Autophagy HCS: autophagy modulation, high-content screen; MEF GFP-LC3 puncta imaging; test concentration mostly 10 µM; calls only at 10 µM (by protocol); 190,000 compounds, 0.98% hits;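 active = percentage of spot-positive cells more than 3 SD above its plate mean, without a fluorescence outlier flag or 80% toxicity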;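 also: spot-positive cell cutoff set from DMSO-treated cells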
Hep lipid drop: hepatic lipid droplet formation modulation; AML12 mouse hepatocytes, oleate lipid droplets, BODIPY imaging; 240,000 compounds, 0.4% hits; inhibition, % at 6.5 µM; AID 1656;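 active = lipid droplet intensity inhibited by at least 50%, with more than 500 cells counted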
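Test system: AML12 mouse liver cells; schedule: overnight exposure; technique: high-content imaging of BODIPY-stained droplets and DAPI nuclei; read-out: % inhibition of corrected integrated BODIPY droplet signal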
MT stabilizer: microtubule stabilizers in HeLa cells | % tubulin-high responders, % at 10 µM | HeLa tubulin immunostaining HCS, 24 h; share of cells brighter than vehicle mean+2SD | 200,000 compounds, 0.83% hits;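 active = plate Z-score above 3 for both tubulin-high and condensed-nucleus cell shares, with cell loss under 80%, at 10 µM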;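 also: anti alpha tubulin signal scored within the nucleus-defined area of each cell; some results filed as inactive read as strong as hits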
PMI inhibition: MPI inhibition at elevated mannose 6-phosphate – biochemical, fluorescence intensity, high mannose 6-phosphate, primary screen (AID 1220) | inhibition, % at 20 µM; hits with a dose series show IC50 in µM | 190,000 compounds, 0.66% hits | recombinant PMI enzyme, coupled fluorescence intensity; higher % means a stronger effect
TNAP activation fold: stimulation of alkaline phosphatase TNAP activity – biochemical, luminescent, no phosphate acceptor, uHTS, primary screen (AID 1001); purified TNAP, luminescent activation assay, no phosphate acceptor; higher activation fold means a stronger effect; activation fold at 20 µM; hits with a dose series show EC50 in µM; 200,000 compounds, 0.03% hits; in the data active = activation fold from about 3, or a potency from the dose series; inactive = the rest, 99 in 100 with activation fold below about 1.6; also: many of its hits are not listed in these tables
T cell modulator: T cell immune modulators affecting CD8 T cell-vesicle binding | 330,000 compounds, 0.068% hits | AID 2052 | calls only at 7 µM | 2C CD8+ T cell-vesicle binding, flow cytometry; stronger effect = lower value;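 active = response, share of CD8 T cells binding vesicles, and their 90th percentile fluorescence all below set limits, cut at about 80% in these data, passing the limit was not always enough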
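material = purified 2C TCR transgenic mouse naive CD8+ T cells | controls = Unloaded micro-vesicles (low), QL9 vesicles with 0.7% DMSO (high) | detection = cytometric PE anti-B7-1 and Alexa647 anti-CD8 signals after 1% paraformaldehyde fixation | incubation = binding step 1.5 h, 37 °C, antibody labelling 20 min, ice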
human PMI inhibition: MPI enzyme activity inhibition – biochemical, fluorescence intensity, coupled assay, primary screen (AID 1209). inhibition, % at 20 µM, or IC50 in µM where a hit was titrated. 190,000 compounds, 0.42% hits. purified PMI enzyme, coupled fluorescence intensity; higher % means a stronger effect;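 also: plate controls were DMSO vehicle for no effect and wells lacking substrate for full effect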
Ins promoter up: MIN6 insulin promoter up-regulation; z-score at 5 µM; 190,000 compounds, 0.3% hits; MIN6 insulin promoter-GFP reporter, high-content imaging; stronger effect = higher value; AID 1625;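 active = z-score above 3 at 5 µM with at least 500 cells counted in the well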
bCat nuc transl: beta-catenin nuclear translocation modulation | AID 1665 | HeLa beta-catenin nuclear translocation, immunofluorescence imaging | 190,000 compounds, 0.3% hits | nuclear translocation activity, % at 5 µM;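 active = nuclear translocation activity above 50% at 5 µM, with a well cell count of 50 or more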;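 also: per-cell ratio of nuclear to cytoplasmic median beta-catenin stain intensity; plate controls were DMSO negative control for no effect and GSK-3 inhibitor IX positive control for full effect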
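Test system: HeLa cells, endogenous beta-catenin; Compound: single 5 µM dose plus 0.02–20 µM confirmation series; Times: compound exposure 24 h at 37°C; Signal: fluorescence imaging of beta-catenin antibody stain plus DAPI; Read-out: % activation, nuclear-to-cytoplasmic median beta-catenin signal ratio per cell.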
Ins promoter up cell count: further read-out of Ins promoter up, marked with its call; cell count; measured here: cytotoxicity, nuclei count;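 total cells summed across four imaged fields per well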
Hep lipid drop cells 6.5 µM: further read-out of Hep lipid drop, marked with its call; cell count; measured here: cell count, cytotoxicity flag;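 cells counted across two imaged fields per well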
bCat nuc transl cell count 5 µM: further read-out of bCat nuc transl, marked with its call; cell count; measured here: cell count, cytotoxicity flag
T cell modulator vesicle-bound %: also measured in T cell modulator; calls as there; double positive events, %; measured here: CD8+ vesicle-bound cell fraction;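 binding gate set so that unloaded-vesicle control wells show 10% double positive cells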
MT stabilizer Hoechst-high %: second read-out of MT stabilizer, no call of its own (marks repeat the call); % Hoechst-high responders; measured here: nuclear condensation Hoechst responders;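 share of cells brighter than vehicle mean plus two SD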
MT stabilizer cytotoxicity %: second read-out of MT stabilizer, no call of its own (marks repeat the call); toxicity, %; measured here: cytotoxicity by cell density;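 0% = mean cell density of plate MIN control wells and 100% = no cells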
Autophagy HCS cell loss 18 h: recorded beside Autophagy HCS, whose call it bears; toxicity, %; measured here: cell loss, nuclei count;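 cell loss after 18 h compound exposure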
The depositor's hits bear a star; i = inactive; . = not tested or not shown. Rule as the data show it, unless noted: active = inhibition above about 50%; inactive = the rest.

SMILES	Autophagy HCS	Autophagy HCS cell loss 18 h	Hep lipid drop	Hep lipid drop cells 6.5 µM	MT stabilizer	MT stabilizer Hoechst-high %	MT stabilizer cytotoxicity %	PMI inhibition	TNAP activation fold	T cell modulator	T cell modulator vesicle-bound %	human PMI inhibition	Ins promoter up	Ins promoter up cell count	bCat nuc transl	bCat nuc transl cell count 5 µM
CCOC(=O)C(O)(CC(=O)c1ccc(Cl)cc1)C(=O)OCC	i	-14	22	700	2.1	1.6	2.6	-14%	0.9	i	21	-16%	-0.32	1272	-2.9	1060
O=C(/C=C/c1ccc(Br)cc1)Nc1ccc(S(=O)(=O)Nc2ncccn2)cc1	i	-7	2	681	2.1	1.6	5.8	-1%	1	i	25	-4%	-0.12	1529	0.7	1524
COc1ccc(N2CCN(C(=O)c3sc4nc(-c5ccc(F)cc5)cn4c3C)CC2)cc1	i	-5	-1	636	4.3	1.8	2.2	12%	1	i	17	16%	1.8	1716	-0.7	1038
Cn1cnnc1Sc1ccc(S(C)(=O)=O)cc1[N+](=O)[O-]	i	3	-2	713	1.9	2.5	7.1	9%	1	i	50	-3%	.	.	-2.1	1060
COc1cc(C(=O)NNC(=O)NC2CCCCC2)cc(OC)c1OC	i	0	1	624	2.5	2.0	2.3	5%	1	i	18	-1%	-0.41	1773	-2.0	1071
Cc1sc2nc(CN3CCCCC3)nc(Cl)c2c1C	i	-2	-1	494	4.7	1.3	12	-6%	1.1	i	48	-5%	-0.41	1098	1.0	955
Cc1nnc(NC(=O)CSc2nccn2-c2ccc(F)cc2)s1	i	4	1	715	1.0	1.6	1.5	-2%	1.1	i	6	-1%	-0.13	1189	-0.8	1091
Brc1ccc(/C=N/Nc2ccccc2)cc1	i	4	6	552	4.6	2.5	7.2	-141%	1.1	i	45	-39%	.	.	0.6	1029
COc1ccc(Nc2nc(N)c([N+](=O)[O-])c(NCCO)n2)cc1	.	.	-1	712	.	.	.	.	.	i	37	.	-0.31	1028	6.8	1076
Cc1nc2c(C(=O)O)cnn2c(C)c1Cc1ccccc1F	.	.	-2	684	.	.	.	5%	1.1	i	52	8%	-0.06	1170	-1.0	1078
CCOC(=O)N1CCN(C(=O)C2CC(=O)N(Cc3ccc(OC)cc3)C2)CC1 (stereo not given)	i	-7	21	735	3.1	1.4	0.9	3%	1.1	i	24	9%	0.04	1198	.	.
NC(=O)[C@@H]1CCNc2c(I)cc([N+](=O)[O-])cc2C(=O)N[C@@H](CO)C(=O)N[C@@H](Cc2ccc(O)cc2)C(=O)N1	i	1	6	732	6.7	2.5	7.1	-49%	1.1	.	.	-43%	-0.02	885	5.2	431
Cc1c(NC(=O)COC(=O)c2ccc(S(=O)(=O)N3CCOCC3)cc2)c(=O)n(-c2ccccc2)n1C	i	0	2	673	5.8	1.5	9.7	12%	1.3	i	30	6%	.	.	-2.3	964
COc1ccc(/C=C/CN2CCN(CCc3ccccc3)C(CCO)C2)cc1 (stereo not given)	i	19	5	728	3.7	1.5	5.9	5%	1.1	i	45	12%	-0.16	1345	-0.5	981
COc1ccccc1NS(=O)(=O)c1ccc2oc(SC3CCOC3=O)nc2c1 (stereo not given)	i	-54	-7	801	4.1	2.8	6.7	-3%	1	i	14	0%	.	.	-6.2	1132
Cc1cc(/C(N)=N/OC(=O)c2ccc(Cl)cc2)no1	.	.	2	752	.	.	.	.	.	i	37	.	-0.22	1351	2.2	933
NC1=NC(=O)/C(=C/c2ccsc2)S1	i	1	4	678	1.9	1.6	2.2	-1%	1.3	i	45	-2%	0.52	1313	-1.1	1114
CCCCC1=CC2=CC(=O)C(C)(OC(=O)c3cnc4ccccc4n3)C(=O)C2=CO1 (stereo not given)	.	.	-3	685	.	.	.	.	.	i	20	.	0.96	1025	0.5	1193
O=C(CC(=O)c1ccccc1O)c1cccc(F)c1	i	15	.	.	4.9	3.5	1.6	-8%	1.1	i	43	-4%	-0.23	1506	-3.2	978
COC(=O)c1ccc(C2C(C(=O)Nc3ccccc3C)=C(C)Nc3ncnn32)cc1 (stereo not given)	i	1	.	.	5.8	3.2	6.7	2%	0.9	i	36	-4%	0	869	-4.8	912
C=C(C)c1cccc(C(C)(C)NC(=O)Nc2cc(C)ccn2)c1	i	-13	-9	622	5.2	1.8	9.0	24%	1.2	i	39	24%	0.67	1461	-3.2	1114
O=C(CSC(=S)N1CCCCC1)Nc1nc(-c2ccccc2)c(-c2ccccc2)o1	i	5	.	.	1.8	1.0	4.5	9%	1.2	i	50	9%	-0.69	1429	1.5	1381
O=C(O)CCCC(=O)N1CCc2cc(S(=O)(=O)N3CCc4ccccc43)ccc21	i	0	.	.	3.2	2.4	7.9	0%	1.2	i	26	2%	-0.21	859	.	.
COCCNC(=O)CN1C(=O)CC(C)(C)S(=O)(=O)c2ccccc21	i	8	.	.	6.4	3.2	6.1	-5%	0.9	i	60	-10%	-0.08	932	.	.
COc1cccc(C(=O)COC(=O)C(C)N2C(=O)C3C4C=CC(C4)C3C2=O)c1 (stereo not given)	i	-8	2	854	1.8	2.0	5.0	-8%	1	i	45	-4%	.	.	.	.

Further structures follow:
SMILES	Autophagy HCS	Autophagy HCS cell loss 18 h	Hep lipid drop	Hep lipid drop cells 6.5 µM	MT stabilizer	MT stabilizer Hoechst-high %	MT stabilizer cytotoxicity %	PMI inhibition	TNAP activation fold	T cell modulator	T cell modulator vesicle-bound %	human PMI inhibition	Ins promoter up	Ins promoter up cell count	bCat nuc transl	bCat nuc transl cell count 5 µM
O=C(O)c1ccc2c(c1)C(=O)N(c1nccs1)C2=O	.	.	-3	736	.	.	.	.	.	i	31	.	-0.77	943	-1.2	1323
COc1ccc(-c2cn3c(C)c(C(=O)Nc4cc(NC(C)=O)ccc4OC)sc3n2)cc1	i	16	-38	711	34*	24*	37*	-40%	1.1	i	24	-38%	.	.	2.6	886
Cn1c(Cn2c(=O)sc3ccccc32)nnc1SCC(=O)N1CCCc2ccccc21	i	-7	-5	710	3.0	2.1	5.9	-9%	1.1	i	61	-6%	-0.34	1242	-2.9	1238
Cc1cc(C(=O)NC(C)CCC(C)C)c2ccccc2n1 (stereo not given)	i	21	15	663	1.3	1.8	4.2	-10%	1.1	i	12	-20%	0.79	1171	-0.3	1109
O=S(=O)(c1ccccc1)c1cnc(-c2ccccc2)nc1N1CCCC1	i	11	10	707	2.2	2.0	9.6	0%	1	i	10	12%	-1.4	1423	1.3	987
C=CCOC(=O)C1=C(C)NC(SCC)=C(C#N)C1c1ccc(Cl)cc1 (stereo not given)	i	4	.	.	1.9	1.9	7.9	7%	1.1	i	54	20%	-1.6	1328	-0.9	1399
Cc1ccc(C)c(NC(=O)c2cccc(Oc3ccc([N+](=O)[O-])cc3Cl)c2)c1	i	10	-6	654	8.1	4.5	0.2	22%	1.1	i	62	17%	-0.38	1496	62*	385*
O=C(NC1CC2CCCC(C1)N2Cc1cccs1)c1ccc([N+](=O)[O-])cc1 (stereo not given)	i	20	0	640	4.7	2.2	12	-4%	1.1	i	19	-6%	-0.53	1404	-2.6	1139
Nc1nc2ccc(Cl)cc2c2nc(-c3ccco3)nn12	.	.	-31	661	.	.	.	-4%	1	i	12	6%	-1	1451	-3.5	1153
COCCN(CC(=O)NCc1ccc(F)cc1)C(=O)CCC(=O)Nc1ccccn1	i	-9	.	.	6.8	3.6	9.3	-7%	1.1	i	47	-9%	0.09	1187	-0.1	1170
CCC(C)(C)n1nnnc1CN1CCN(c2nc3ccc(C)cc3cc2C#N)CC1	i	-26	.	.	3.0	1.9	11	12%	1.1	i	21	16%	-0.59	1199	0.2	1523
COc1ccc(CCNC(=O)COc2ccc([N+](=O)[O-])cc2)cc1	i	10	14	720	5.1	2.8	9.8	-7%	1.1	i	31	-6%	0.18	1681	-3.9	1129
CC(C)C[C@H](NC(=O)c1[nH]cnc1C(=O)N[C@@H](C)C(=O)OC(C)(C)C)C(=O)OC(C)(C)C	.	.	-63	577	.	.	.	.	.	i	58	.	-1.1	1050	-1.2	1263
CSc1ccc(Cl)c(C(=O)OCC(=O)N2CCOCC2)c1	i	12	.	.	3.5	2.3	3.3	27%	1.1	i	23	2%	0.32	1151	-7.1	980
CCOC(=O)c1ccc(S(=O)(=O)NCCN(CC)CC)cc1	i	4	4	711	1.8	3.2	6.1	20%	1.1	i	33	-1%	1.2	1570	-1.1	1011
CC1=NN(C(=O)c2ccc(C)o2)C(O)(c2ccccc2)C1 (stereo not given)	i	1	10	651	7.1	3.4	13	-16%	0.9	i	40	-16%	-0.25	1428	.	.
COc1c(C)cc(S(=O)(=O)N2CCCC2)c(C)c1C	i	-2	2	787	2.0	1.3	5.4	6%	1.1	i	40	16%	0.09	999	-1.8	1045
Cc1[nH]c2ccccc2c1C(=O)CN1CCCCC1CCO (stereo not given)	i	5	.	.	5.8	2.3	2.4	7%	1.1	i	42	6%	0.09	1269	0.5	895
Cn1c(=O)c2c(nc(CN3CCN(c4ccccc4F)CC3)n2CCN2CCOCC2)n(C)c1=O	i	-2	-28	669	3.9	2.5	28	-34%	1.1	i	43	-34%	-0.06	1188	-4.2	1223
CCC(=O)NC(c1cccc([N+](=O)[O-])c1)c1c(O)ccc2ccccc12 (stereo not given)	i	2	-10	682	2.0	1.5	2.1	34%	1.1	i	60	11%	0.37	1671	-1.2	940
COc1ccc(C(C)(C)C)cc1S(=O)(=O)N1CCN(C)CC1	i	0	6	763	3.7	1.9	5.4	3%	1.1	i	36	6%	.	.	.	.

Some values from the results shown.
`COc1ccc(N2CCN(C(=O)c3sc4nc(-c5ccc(F)cc5)cn4c3C)CC2)cc1` – TNAP activation fold: 1
`Cn1cnnc1Sc1ccc(S(C)(=O)=O)cc1[N+](=O)[O-]` – Hep lipid drop cells 6.5 µM: 713

Bioassay records deposited in PubChem by several laboratories.
